mcGAS RapidFire = mouse cGAS inhibition by mass spec; recombinant mouse cGAS, cGAMP by RapidFire MS; inhibition, % at 12.5 µM; 0.18% of 130,000 active; AID 1259397;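 active = inhibition of cGAS enzyme activity at or above 60%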;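 also: enzyme stimulated by 45 bp dsDNA with ATP and GTP substrates; cGAMP share of summed cGAMP plus half ATP and half GTP signals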
Target sequence (Q8C6L5 whole entry, looked up): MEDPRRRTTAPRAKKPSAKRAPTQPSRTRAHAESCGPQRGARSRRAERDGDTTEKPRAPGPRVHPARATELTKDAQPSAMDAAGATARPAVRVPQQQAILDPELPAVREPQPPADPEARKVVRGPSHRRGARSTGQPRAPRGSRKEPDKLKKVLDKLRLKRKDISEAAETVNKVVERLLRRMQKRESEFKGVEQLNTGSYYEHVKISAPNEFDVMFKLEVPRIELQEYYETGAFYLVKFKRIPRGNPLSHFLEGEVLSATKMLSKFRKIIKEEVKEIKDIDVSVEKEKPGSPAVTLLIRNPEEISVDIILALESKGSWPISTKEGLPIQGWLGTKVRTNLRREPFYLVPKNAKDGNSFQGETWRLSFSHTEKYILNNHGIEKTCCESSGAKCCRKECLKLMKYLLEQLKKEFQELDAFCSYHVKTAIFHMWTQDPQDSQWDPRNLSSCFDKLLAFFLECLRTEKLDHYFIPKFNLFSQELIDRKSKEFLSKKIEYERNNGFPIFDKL
Starred values were filed as active, the others as inactive; & = joins results of further samples.

SMILES	mcGAS RapidFire
COc1ccccc1N1CCN(C2CCCN(C(=O)/C=C/c3ccccn3)C2)CC1 (centres undefined)	-13
O=S(=O)(c1ccc2c(c1)CCN2)N1CCOCC1	2
O=C(NCc1cccnc1)C(CCO)Sc1nc2sc3c(c2c(=O)[nH]1)CCCC3 (centres undefined)	-3
Cc1ccc(Nc2nc(-c3cnc(N4CCCC4)nc3C)cc(=O)[nH]2)c(C)c1	2
Cc1ccc(OCC(=O)NC2CCCC(C)C2C)cc1 (centres undefined)	1
COCCNC(=S)NN=CC1CC=CCC1 (centres undefined)	32
COCCN(CCOC)c1cc(-c2ccccc2)ncn1	-7
CCOCCn1c(=O)c2c(nc3n2CC(C)CN3c2cccc(OC)c2)n(C)c1=O (centres undefined)	-8
COCc1cc(NS(=O)(=O)c2cc(OC)c(OC)cc2C)cc2c1OCOC2	-6
COc1cc(-c2ccc3c4c(ccc3c2)OC(CN)C4)cc(OC)c1OC (centres undefined)	-12
COC(=O)c1ccc(CNC(=O)C2CCC(=O)N(Cc3ccccc3OC)C2)cc1 (centres undefined)	-7
COc1ccc(Oc2ccc(C(=O)NCc3ccoc3)cc2)cc1	-9
CC(=O)NCCn1ccnc1-c1ccc(OC(F)(F)F)cc1	-5
Cc1ccc(NC(=O)CNC(=O)Cc2c(C)[nH]c3ccccc23)c(F)c1	-22
O[C@@H]1CN(Cc2ccoc2)CC[C@H]1c1ccc2c(c1)OCO2	-6
c1ccc(-c2cnnc(N3CCCCCCC3)n2)cc1	-6
CC1CN(CC(=O)Nc2sc3c(c2C#N)CCCC3)CCO1 (centres undefined)	-10
COCCOC(=O)c1[nH]c2c(c1C)C(=O)C(C(=O)OC)C(C)C2 (centres undefined)	-5
COC1CCCN(C(=O)c2oc3c(Cl)cc(C)cc3c2C)C1 (centres undefined)	-5
Cc1cnccc1NCCNC(=O)c1cn(Cc2ccc(F)cc2)nn1	-46
COc1ccc(Nc2nc(N)nc(COc3ccc(OC)cc3)n2)cc1	9
CCOc1cc(Br)c(CCl)cc1OCC	7
Cc1csc(SCCn2c(N3CCC(C(N)=O)CC3)nc3c2c(=O)[nH]c(=O)n3C)n1	-5
CC(CCc1ccco1)NC(=O)c1ccc2c(c1)OCCCO2 (centres undefined)	-6
CCSc1n[nH]c2nc3ccccc3n12	-2
CN1C(=O)OC(C)(C)C1=O	0
NS(=O)(=O)c1cc(C(=O)O)c(NCc2ccco2)cc1Cl	-8&-2&11
CC(C)Oc1ccc(CNCc2ccc(S(C)=O)cc2)cc1F (centres undefined)	-47
CCn1ncc(Cl)c1C(=O)N1CCN(C)C2(CCN(C)CC2)C1	-10
COCCN(Cc1cnn(C)c1)C(=O)c1c(F)ccc(C)c1F	-25
Cc1ccc(Cn2c(=O)c3c(nc4n(CCN5CCOCC5)c(C)cn34)n(C)c2=O)cc1	-9
CC(NCc1cc(F)ccc1C(F)(F)F)C(=O)NC1CCCC1 (centres undefined)	-32
Cc1cccc2[nH]c(C3CCCN(S(=O)(=O)NCc4ccccc4)C3)nc12 (centres undefined)	-4
OC(CCN1CCCCC1)(c1ccccc1)c1ccccc1	-3&5
O=C(c1ccoc1)N1CCC2(CCNC2=O)CC1	2
O=C(c1ccc(OCC2CCCO2)cc1)N1CCN(c2cnccn2)CC1 (centres undefined)	0
O=S(=O)(C1CC1)N1CC[C@@H](c2ccc3c(c2)OCO3)[C@H](O)C1	-2
COc1ccc2c(c1)C1(NCCS1)C(=O)N2Cc1c(F)cccc1F (centres undefined)	-4
O=C(O)CCNCc1ccc2n1CCN=C2C1CCCC1	1
CCOC(=O)C1(CC2CCCCO2)CCN(Cc2ccc3ncccc3c2)CC1 (centres undefined)	2
CN(Cc1ncccc1C(=O)O)Cc1n[nH]c2c1CCCC2	-19
NC(N)=NC(N)=Nc1cc(Cl)cc(Cl)c1	-7
COc1cc(OC)cc(N2CCC(Nc3ncccn3)C2)c1 (centres undefined)	-10
CCOC(=O)c1c[nH]c2c(Cl)cc(Cl)cc2c1=O	-1
O=C(N=C1N=C2C=CC(Cl)=CN2Cc2ccccc21)c1ccc(Br)o1	-5
Cc1ccc(C)c(S(=O)(=O)N2CCN(c3nn(C)c(=O)n(C)c3=O)CC2)c1	3
Cc1c(=O)n(OCc2ccccc2F)c2ccccc2[n+]1[O-]	3
Cc1ccc(CNC(=O)CN2CCc3sccc3C2C)cc1 (centres undefined)	-8
COc1cc2c(cc1OC)CN(C(=O)C1COc3ccc(Cl)cc3C1)CC2 (centres undefined)	-12
Cc1ccccc1SCC(=O)N1CCC2(CCNCC2)CC1	-27
Next section
SMILES	mcGAS RapidFire
Cc1c(NCc2noc3c2CCCC3)cccc1C(=O)NCCO	2
CNC(=O)C(C)Sc1ccc(C)c(C)c1 (centres undefined)	-1
CC(=O)NC1CCCN(c2ccc(C#N)cc2C(F)(F)F)C1 (centres undefined)	-6
CCOc1ncccc1C(=O)N1CCCC2(CNC(=O)O2)C1 (centres undefined)	-3
c1ccc(-n2nccc2CN2CCN(c3ncnc4ccccc34)CC2)cc1	-13
O=C(NC(=S)N(CCO)Cc1ccccc1)c1ccc(F)cc1Cl	-10
CC(NC(=O)CC(N)c1ccccc1)c1ccc(Cl)s1 (centres undefined)	-3
CCN(CC1CCOCC1)C(=O)c1cnccc1C	-14
OCCN1CCN(c2cnc(-c3cccc4ccccc34)cn2)CC1	-9
CN(C)CCN(Cc1ccc(F)c(F)c1)C(=O)NCc1ccncc1	-6
Cc1nc2ncc3c(=O)n(N)ccc3n2n1	-6
CC(Oc1ccccc1F)C(=O)N1CCC(C(N)=O)CC1 (centres undefined)	-5
COc1ccc(C2=Nc3nnnn3C(c3ccc(OC)cc3)C2)cc1 (centres undefined)	2
O=C1CCc2cc3c(cc21)OCO3	-5
Cc1nc(-c2ccc(NC(C)C(=O)Nc3ccc(F)c(F)c3)cc2)cs1 (centres undefined)	23
Cc1ccc(-c2nc(CNC(=O)[C@@H]3CCC[C@H](N)C3)[nH]c2-c2ccccn2)cc1	-6
Cc1nc2n(CC(=O)O)c3ccccc3n2n1	-4
O[C@@H]1CN(Cc2cc3n(n2)CCNC3)CC[C@H]1c1ccc2c(c1)OCO2	-4
Cc1nc2sccn2c1C(=O)N1C[C@@H]2[C@H](C1)[C@H]1CC[C@@H]2O1	-4
Cc1c(C)c2c(c(C)c1O)CC[C@@](C)(CCC[C@H](C)CCC[C@H](C)CCCC(C)C)O2	3
O=C1Oc2ccccc2C(=O)C1=CN1CCCCC1	14
Cc1sc2ncn(CN3CCN(S(=O)(=O)/C=C/c4ccccc4)CC3)c(=O)c2c1C	4
COC(=O)c1ccc(Cl)c(NC(=O)c2ccccc2C)c1	-8
c1cc2c(cc1-c1nc3sc(-c4ccc5c(c4)OCO5)nc3s1)OCO2	-1
C[C@H](Nc1nccn2ccnc12)c1ccccc1	-1
CC(NC(=O)C1CCN(CCOc2ccccc2)CC1)c1ccc(F)cc1 (centres undefined)	-2
Cc1nonc1CN(C)Cc1ccccc1OCC(O)CN(C)C1CCCCC1 (centres undefined)	-3
CN1OCC(S(=O)(=O)NCCc2ccccc2)C1c1ccc(Cl)cc1 (centres undefined)	-6
CCOC(=O)N1CCN(C(=O)CSc2nccc3c(OC)cccc23)CC1	-1
c1ccc2c(c1)nnn2CN1CCCCC1	-6
CC(=O)Cn1cc(C#N)c(=O)c2cc(Br)ccc21	-7
C=CCN1C(=O)C(=Cc2ccc(OC)c(OC)c2OC)SC1=S	-6
CNc1cc(-c2ccc3c(c2)CCO3)ncn1	-4
CC(C)N(CC1CC1)C(=O)c1ccc(-n2cnnc2)cc1Cl	-10
CC(C)(C)c1ccc2c(c1)CC(CNC(=O)c1ccccc1C(F)(F)F)O2 (centres undefined)	-3
C[C@@H]1CN(Cc2nnnn2CC(=O)N2CCN(C3CCCC3)CC2)C[C@H](C)O1	2
CC(C)(C)CN1CC(NC(=O)c2cccc(F)c2)CC1=O (centres undefined)	-8
CCc1nccc(CN2CCCC(CCc3ccccc3C(F)(F)F)C2)n1 (centres undefined)	0
CC1=CC[C@@H]2CN(C(=O)C3(S(=O)(=O)c4ccccc4)CC3)C[C@@H]2C1	7
O=S1(=O)CCN2C(SCc3ccccc3)=NSC2=N1	-3
COc1ccc(C23CC4CC(CC(C(=O)N5CCc6ccccc6C5)(C4)C2)C3)cc1	1
Cc1ccc(-n2nc(-c3ccc(C)c(C)c3)cc2C(=O)O)c(C)c1	3
CC(C)c1ccc(OCC(=O)OCC(=O)N2CCNC2=O)cc1	-5
COc1ccccc1-c1nnc(SC(C)C(=O)NCC2CCCO2)n1C (centres undefined)	2
Cc1cccnc1N1CCN(C(=O)c2cn(CC3CCCNC3)nn2)CC1 (centres undefined)	-36
COc1cccc(CN2CCC2(C)C(=O)Nc2cccc(NS(C)(=O)=O)c2)c1OC (centres undefined)	-6
C[C@@H]1O[C@@H](OC[C@H]2O[C@@H](Oc3c(-c4ccc(O)c(O)c4)oc4cc(O)cc(O)c4c3=O)[C@H](O)[C@@H](O)[C@@H]2O)[C@H](O)[C@H](O)[C@H]1O	11
N#Cc1cnc(Nc2ccc3c(c2)CCC3)nc1N	-8
Cn1c(C(O)c2ccc(Cl)cc2)nc(Cl)c1Cl (centres undefined)	0
CCCc1n[nH]c(=S)n1CC(=O)N(C1CC1)C(C)c1ccccn1 (centres undefined)	-1
Later entries:
SMILES	mcGAS RapidFire
COc1ccc2c(c1)C(=O)N(C)C(=O)C2(C)C	-8
CCOC(=O)C1CCCN(C(=O)c2oc3ccc(C)cc3c2C)C1 (centres undefined)	1
COc1cccc(-c2ccc(NC(=O)C3CCCN(Cc4cnn(C)c4C)C3)cc2)c1 (centres undefined)	-4
COc1ccc2cc(C3C(C(=O)OC(C)(C)C)=C(C)OC(=N)C3C#N)c(Cl)nc2c1 (centres undefined)	-14
CCc1csc(CNC(=O)c2ccc(N(C)C)nc2)n1	-7
O=C1C(=Cc2ccco2)SC(=S)N1c1cccnc1	38
CC(C)C(=O)Nc1ccc(SCCN2CCCCC2)nn1	5
COCCC(=O)Nc1ccccc1C(=O)NCc1cccc(C)c1	-18
O=C(c1ccc[n+]([O-])c1)N1CCC2(CCCN(CC3CCCCC3)C2)C1 (centres undefined)	-12
COCC(C)NC(=O)CCc1nc2sc3c(c2c(=O)[nH]1)CCC3 (centres undefined)	0

In the list so far, these contain fluorine:
SMILES	mcGAS RapidFire
CC(=O)NCCn1ccnc1-c1ccc(OC(F)(F)F)cc1	-5
Cc1ccc(NC(=O)CNC(=O)Cc2c(C)[nH]c3ccccc23)c(F)c1	-22
Cc1cnccc1NCCNC(=O)c1cn(Cc2ccc(F)cc2)nn1	-46
CC(C)Oc1ccc(CNCc2ccc(S(C)=O)cc2)cc1F (centres undefined)	-47
COCCN(Cc1cnn(C)c1)C(=O)c1c(F)ccc(C)c1F	-25
CC(NCc1cc(F)ccc1C(F)(F)F)C(=O)NC1CCCC1 (centres undefined)	-32
COc1ccc2c(c1)C1(NCCS1)C(=O)N2Cc1c(F)cccc1F (centres undefined)	-4
Cc1c(=O)n(OCc2ccccc2F)c2ccccc2[n+]1[O-]	3
CC(=O)NC1CCCN(c2ccc(C#N)cc2C(F)(F)F)C1 (centres undefined)	-6
O=C(NC(=S)N(CCO)Cc1ccccc1)c1ccc(F)cc1Cl	-10
CN(C)CCN(Cc1ccc(F)c(F)c1)C(=O)NCc1ccncc1	-6
CC(Oc1ccccc1F)C(=O)N1CCC(C(N)=O)CC1 (centres undefined)	-5
Cc1nc(-c2ccc(NC(C)C(=O)Nc3ccc(F)c(F)c3)cc2)cs1 (centres undefined)	23
CC(NC(=O)C1CCN(CCOc2ccccc2)CC1)c1ccc(F)cc1 (centres undefined)	-2
CC(C)(C)c1ccc2c(c1)CC(CNC(=O)c1ccccc1C(F)(F)F)O2 (centres undefined)	-3
CC(C)(C)CN1CC(NC(=O)c2cccc(F)c2)CC1=O (centres undefined)	-8
CCc1nccc(CN2CCCC(CCc3ccccc3C(F)(F)F)C2)n1 (centres undefined)	0

The listing continues.
SMILES	mcGAS RapidFire
Cc1c(Cl)cccc1NC(=O)Cn1c2ccccc2c(=O)c2ccccc21	-6
O=C1CC2(CCN(Cc3ccc(OCc4ccccn4)cc3)CC2)CN1	-25
O=S(=O)(c1cccc2nsnc12)N1CCN(C2CCCCC2)CC1	-2
O=C(O)c1ccc(N=Nc2c(-c3ccc([N+](=O)[O-])cc3)[nH]n(-c3ccccc3)c2=O)cc1	29
CC1(C(=O)NS(=O)(=O)c2ccc(Cl)cc2)CCN1C(=O)C1(c2ccccc2)CCCC1 (centres undefined)	-9
CCCc1nc(C)c(C(=O)NNC(=O)C2CCS(=O)(=O)C2)s1 (centres undefined)	-14&-5
CCC(=O)Oc1c(C(=O)CC)cc2c(C)cc(=O)oc2c1C	-3
COc1ccc(C(=O)NCCCNC(=O)[C@H]2CCCN2)cc1	-5
Cn1cnnc1SCC(=O)Nc1nc(-c2ccc(F)cc2)cs1	-3
COCCNc1nc(NCc2cnc(C)cn2)c2sccc2n1	2
O=C(COCc1ccccc1)N1CCOC(Cc2ccccc2)C1 (centres undefined)	-3
CC1(C(=O)NS(=O)(=O)c2cccc(C#N)c2)CCN1C(=O)c1ccccc1CCc1ccccc1 (centres undefined)	-4
O=S(=O)(c1cc(F)ccc1N[C@@H]1c2ccccc2C[C@@H]1O)C(F)(F)F	-4
O=C(NCCN1C(=O)SC(=Cc2ccc(OC(F)F)cc2)C1=O)c1ccncc1	-1
C=Cc1ccc(Cn2c(C)c(C(=O)NCc3ccc(Cl)c(Cl)c3)sc2=O)cc1	-1
CC1(C(=O)Nc2ccc3c(c2)OCCO3)CCN1C(=O)c1cccc(F)c1 (centres undefined)	-20
Cc1cn2c(=O)c(C(=O)Nc3ccncc3)cnc2s1	-3
Cc1nc(CN(C)C(=O)c2cc(C)sc2NC(=O)C(C)(C)C)no1	-28
CCN(CC(=O)Nc1ccc2c(c1)C(=O)N(C)C2=O)c1ccccc1C	-9
Nc1ccc2oc(=O)ccc2c1	3
CCCC(=O)NC(N1CCCCC1)C(Cl)(Cl)Cl (centres undefined)	-10
CC1CC1c1ccc(CN(C(=O)CNC(=O)c2ccc(O)cc2)C2CC2)o1 (centres undefined)	-2
Nc1ncn([C@@H]2O[C@H](CO)[C@@H](O)[C@H]2O)c(=O)n1	-2&3
COc1ccc(NC(=O)C2(C)CCN2Cc2cc3ccccc3o2)cc1OC (centres undefined)	0
Cc1nc2c(C)cccn2c(=O)c1NC(=O)C1CC1	7
COc1ccc(OC)c(CNC(=O)[C@@H]2C[C@H](NC(=O)c3ccco3)CN2C)c1	2

An excerpt; the hit share may differ from the screen's.
